# Bioassay records from PubChem.
# HDAC3 inhib: inhibitors of human histone deacetylase 3. O15379. recombinant HDAC3, fluorogenic peptide/trypsin coupled, fluorescence. inhibition, % at 8.3 µM. 320,000 compounds, 0.15% hits; in the data active means inhibition above about 26%, passing the limit was not always enough; inconclusive means no clear call, values can overlap the other calls
# Target sequence (O15379 whole entry, looked up): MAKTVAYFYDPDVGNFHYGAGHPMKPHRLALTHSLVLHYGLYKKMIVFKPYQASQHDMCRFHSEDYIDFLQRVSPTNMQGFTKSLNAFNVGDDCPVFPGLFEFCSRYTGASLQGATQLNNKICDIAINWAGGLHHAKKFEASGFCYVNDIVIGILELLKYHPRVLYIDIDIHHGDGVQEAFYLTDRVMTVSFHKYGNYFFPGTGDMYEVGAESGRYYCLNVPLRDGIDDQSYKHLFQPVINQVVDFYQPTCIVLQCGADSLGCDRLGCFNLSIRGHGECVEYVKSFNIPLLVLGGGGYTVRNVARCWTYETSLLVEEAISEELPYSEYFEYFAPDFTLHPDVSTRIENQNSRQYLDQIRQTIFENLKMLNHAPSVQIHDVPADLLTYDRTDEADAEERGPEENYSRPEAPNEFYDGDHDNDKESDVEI
# IEC-6 tox: counter-screen for KLF5 inhibitors: cytotoxicity in IEC-6 cells | 290,000 compounds, 0.78% hits | IEC-6 cytotoxicity, luminescence viability | inhibition, % at 5 µM; in the data active means inhibition above about 22%;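 further: 0% = plate median of test compound wells and 100% = cytotoxic reference compound wells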
# aSyn 5UTR inh: MLPCN primary screen, SNCA 5' untranslated region; inhibition, % (tested at 7.5 µM); 300,000 compounds, 0.82% hits; alpha-synuclein 5'UTR reporter, inhibitor activity; AID 1813; in the data active means inhibition above about 60%; inconclusive means no clear call, values can overlap the other calls;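 further: H4 neuroglioblastoma cells stably carrying SNCA 5'UTR luciferase fusion; 0% = DMSO wells and 100% = positive control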
# KLF5 inhibitor: suppresses KLF5 promoter-driven expression | DLD-1 KLF5 promoter-luciferase reporter, luminescence | inhibition, % at 5 µM | 290,000 compounds, 0.23% hits | AID 1700;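 active means inhibition above a per-plate limit of that plate's mean compound inhibition plus 3 SD, cut at about 60% in these data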;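 further: 0% = DMSO wells and 100% = LY294002 at 200 µM; higher means less KLF5 promoter-driven luciferase light; inactives centre near -14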
# AI-2 QS modul: modulates the Vibrio harveyi AI-2 quorum sensing system | activity change, % at 7.5 µM | Vibrio harveyi JMH597 AI-2 luminescence/OD600 ratio, 9 h; active compounds read low; strain lacks LuxN and CqsS sensors; 0 = neutral-control median | 300,000 compounds, 0.4% hits | AID 2094; in the data active means activity change below about -75%, passing the limit was not always enough; inconclusive means no clear call, values can overlap the other calls;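 further: luminescence divided by OD600 gain over 9 h not by final OD600 alone; inactives centre near 13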
# HSF1 inh: HSF1 inhibition | activity change, negative = inhibition, % at 7.5 µM (by protocol) | NIH3T3-HGL HSE-luciferase, MG132-induced, luminescence 8 h; active compounds read low | AID 2098 | 300,000 compounds, 0.77% hits;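 active means more than half of replicate wells show activity change below -50%, luminescence cut by over half; inconclusive means some wells, but at most half, below -50%; inactive means no replicate well below -50%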;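 further: luciferase reports HSF-1 transcriptional activity via heat shock element; 0% = median of DMSO wells and -100% = zero luminescence signal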
# Platelet DG rel: platelet dense granule release activity; human platelet-rich plasma, SFLLRN dense granule ATP release, luminescence; inhibition, %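 (compounds screened at 7.5 µM in platelet-rich plasma)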; 300,000 compounds, 0.22% hits;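 active means mean replicate score, as percent of positive control, at or above 50; inconclusive means mean below 50 but at least one replicate at or above 50; inactive means mean and every replicate below 50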
# HSF-1 act: increases HSF-1 driven luciferase reporter signal | NIH3T3-HGL HSF-1 luciferase reporter, MG132, 8 h; 100% = twice DMSO control signal | activation, % at 9 µM | 300,000 compounds, 1.7% hits;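 active means mean replicate activation of at least 50% with a set share of replicates each reaching 50%; inconclusive means only one of those two conditions met; inactive means mean below 50% and too few replicates reaching it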;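 further: 0% = median of the neutral control wells and 100% = twice that signal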
# HSP90 inh: blocks HSP90-mediated luciferase refolding in reticulocyte lysate; Rabbit reticulocyte lysate, luciferase refolding luminescence, 3 h; inhibition, % at 5.6 µM; 290,000 compounds, 0.91% hits;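 active means inhibition above the screen-wide mean plus 3 SD, computed separately per campaign, cut at about 16% in these data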;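 further: 0% = DMSO wells and 100% = 60 µM geldanamycin wells; inhibitors lower the luminescence because luciferase stays unfolded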
# HIF act: HIF pathway transcriptional activation. U2OS HRE-luciferase reporter, luminescence; normalized: DMSO 0%, desferrioxamine 100%. 300,000 compounds, 0.32% hits. AID 1910. activation, % at 7.5 µM (by protocol);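 active means mean activation of at least 10% of the iron chelator positive control signal, with at least half of replicates also reaching 10%; inconclusive means mean and replicate majority disagree about reaching 10%; inactive means mean and most replicates under 10%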
# Numbers without * were called inactive; ? = inconclusive; / = no result given.
1: CCOC(=O)C1(CC2CCCCO2)CCN(S(=O)(=O)c2ccccc2)CC1 (stereo unspecified)
2: Cc1ccc(O)c(Nc2c3ccccc3nc3ccccc23)c1
3: CCCCOc1ccc(CN(C)c2ncnc(N)n2)cc1
4: O=C1CCCCCCCN1Cc1ccccc1
5: CNc1nc(-c2ccc3c(c2)CCN3C(=O)c2ccccc2F)c(C)s1
6: O=C(COC(=O)/C=C/c1ccccc1[N+](=O)[O-])Nc1ccc(OCc2ccccc2)cc1
entry no.,1,2,3,4,5,6
HDAC3 inhib,2,0,1,-4,0,-1
IEC-6 tox,-2,3,1,/,7,0
aSyn 5UTR inh,-37,-9,/,13,-24,-122
KLF5 inhibitor,-5,-49,-22,/,-9,-47
AI-2 QS modul,21,21,9,18,9,17
HSF1 inh,-10,4,/,-8,7,10
Platelet DG rel,-14,0,-1,3,17,8
HSF-1 act,-1,28,/,2,5,-2
HSP90 inh,1,39*,-4,/,6,-1
HIF act,0.3,0.2,/,-0.3,2.0,1.7

# Overlap with the part before: 4 entries, followed by the next part.
3: CCCCOc1ccc(CN(C)c2ncnc(N)n2)cc1
4: O=C1CCCCCCCN1Cc1ccccc1
5: CNc1nc(-c2ccc3c(c2)CCN3C(=O)c2ccccc2F)c(C)s1
6: O=C(COC(=O)/C=C/c1ccccc1[N+](=O)[O-])Nc1ccc(OCc2ccccc2)cc1
7: COc1ccc(C(C[N+](=O)[O-])c2c(-c3ccccc3)cc3ccccn23)cc1OC (stereo unspecified)
8: Cc1noc(COc2ccc(OCc3nc(C)no3)cc2)n1
9: CC(/C=N/NC(=O)c1cc(-c2ccccc2)nc2ccccc12)=C\c1ccco1
10: O=C(O)c1ccc(N=NN2CCCCCC2)cc1
11: CC(C)(C)OC(=O)NC(Cc1ccccc1)C(=O)N1CCCC1C(=O)O (stereo unspecified)
12: O=C(CSc1nnc(-c2ccc(Br)o2)n1Cc1ccccc1)c1ccccc1F
entry no.,3,4,5,6,7,8,9,10,11,12
HDAC3 inhib,1,-4,0,-1,3,0,6,8,-5,5
IEC-6 tox,1,/,7,0,0,-2,4,-3,-1,0
aSyn 5UTR inh,/,13,-24,-122,-18,-16,-6,-168,-2,2
KLF5 inhibitor,-22,/,-9,-47,-3,-7,-6,-146,-24,-1
AI-2 QS modul,9,18,9,17,21,20,31,86,17,13
HSF1 inh,/,-8,7,10,24,-6,19,-5,0,32
Platelet DG rel,-1,3,17,8,0,-2,-10,-13,5,3
HSF-1 act,/,2,5,-2,28,-6,55*,-5,0,72*
HSP90 inh,-4,/,6,-1,3,-1,11,21*,1,1
HIF act,/,-0.3,2.0,1.7,0.4,0.1,-36,0.6,-11,0.8

13: CCOC(=O)C1=C(C)N(c2ccccc2)C(=O)/C1=C\c1cccs1
14: C=CCn1c(SCc2ccc(C(=O)NCCO)cc2)nc2sc(C)c(C)c2c1=O
15: O=C(CSc1nnc(-c2ccccc2Br)o1)Nc1nncs1
16: COc1ccc(-c2cc(C)no2)cc1S(=O)(=O)N1CCN(c2cccc(C)c2)C(C)C1 (stereo unspecified)
17: COc1ccc(S(=O)(=O)N2CCC(C(=O)NC3CC3)CC2)cc1
18: Cc1ccc(COC(=O)c2cc(S(=O)(=O)N3CCCCC3)ccc2N2CCOCC2)cc1
entry no.,13,14,15,16,17,18
HDAC3 inhib,6,10,-7,-1,-1,1
IEC-6 tox,2,3,-1,0,0,/
aSyn 5UTR inh,25,3,18,14,4,-2
KLF5 inhibitor,-20,-4,-31,-1,-1,/
AI-2 QS modul,10,0,7,24,17,30
HSF1 inh,3,1,-2,9,7,16
Platelet DG rel,-19,19,12,-3,-1,10
HSF-1 act,-6,11,-9,41,4,16
HSP90 inh,5,-2,-2,1,4,/
HIF act,0.9,-1.9,-0.5,0.4,0.1,-0.1

19: CC(=C/C(=O)O)/C=C/c1cccs1
20: CCOCCOCCC(C(=O)OCC)P(=O)(c1ccccc1)c1ccccc1 (stereo unspecified)
21: Cc1c(Cl)cccc1NC(=S)N1CCN(C(=O)c2ccco2)CC1
22: O=C(N/N=C/c1cc(Br)ccc1O)C(c1ccncc1)N1CCOCC1 (stereo unspecified)
23: Cc1cc(C)n(S(=O)(=O)c2ccccc2[N+](=O)[O-])n1
24: O=C(Nc1cccc(-c2cnc3ccccc3n2)c1)c1ccncc1
entry no.,19,20,21,22,23,24
HDAC3 inhib,4,0,-2,-1,6,-3
IEC-6 tox,4,3,-2,7,-7,-7
aSyn 5UTR inh,4,17,-1,24,-52,-48
KLF5 inhibitor,-2,-16,-46,15,-33,-10
AI-2 QS modul,20,19,15,62,8,6
HSF1 inh,2,-2,-3,5,-9,4
Platelet DG rel,0,-1,7,-10,0,5
HSF-1 act,-1,4,-5,-2,2,-9
HSP90 inh,-3,5,2,-4,1,-1
HIF act,0.5,0.0,0.0,12*,-0.7,1.1

25: COc1ccc(N2CCN(C(=O)CN3CCN(c4nc(-c5ccc(F)cc5)cs4)CC3)CC2)cc1
26: COc1cccc(C(=O)CSc2nnc(-c3cccs3)o2)c1
27: FC(F)Oc1ccc(NC(=S)N2CCc3ccccc32)cc1
28: CCOC(=O)N1CCC(n2c(=S)[nH]c3cc(OC)c(OC)cc3c2=O)CC1
29: O=C(O)CCCCCCCCc1cn(CC2CCCCC2)nn1
30: CCS(=O)(=O)N1Cc2ccccc2CC1C(=O)OCC(=O)Nc1ccc(SC(F)F)cc1 (stereo unspecified)
entry no.,25,26,27,28,29,30
HDAC3 inhib,8,-6,4,-3,2,-11
IEC-6 tox,-3,2,1,3,1,-1
aSyn 5UTR inh,10,20,-133,36,-15,-10
KLF5 inhibitor,-49,-13,-28,4,-26,-40
AI-2 QS modul,20,39,-10,27,11,?
HSF1 inh,1,6,9,-4,-8,4
Platelet DG rel,-44,2,0,0,3,1
HSF-1 act,17,19,19,-1,-12,0
HSP90 inh,-1,1,1,-2,-3,7
HIF act,-34,0.6,1.9,-0.6,0.1,-0.8

31: O=C(CNC(=O)c1cccc(Cl)c1)N/N=C/C=C/c1ccccc1
32: CCOC(CCn1ccc(O)c(Cc2ccc(Cl)cc2)c1=O)OCC
33: CCC(C)(C)NC(=O)c1ccc2c(c1)S(=O)(=O)c1ccccc1C2=O
34: CC1=C(C(=O)OC2CCCCCCC2)C(c2cccc(O)c2)NC(=O)N1 (stereo unspecified)
35: COC(=O)c1ccc(COc2nc(C)cc(C)c2C#N)o1
36: NC1=NC[C@H](Cc2ccc(O)cc2)N1CCC12CC3CC(CC(C3)C1)C2
entry no.,31,32,33,34,35,36
HDAC3 inhib,-1,-1,1,5,2,-3
IEC-6 tox,-4,-4,11,-2,-4,/
aSyn 5UTR inh,10,1,8,30,28,-23
KLF5 inhibitor,-6,2,-26,6,20,/
AI-2 QS modul,8,8,24,30,20,31
HSF1 inh,-7,6,3,8,8,-12
Platelet DG rel,-3,8,/,-1,7,3
HSF-1 act,6,2,-14,12,8,-28
HSP90 inh,-1,-2,3,4,-1,/
HIF act,-0.4,-1.5,0.2,-1.4,0.1,0.1

37: Cc1ccccc1N1C(=O)C2C3C=CC(CC3)C2C1=O (stereo unspecified)
38: CCOC(=O)c1cn(CC#N)c2cc(F)c(F)cc2c1=O
39: COc1ccc(-c2cnc(N)nc2-c2ccc(OC)cc2O)cc1
40: CCCCn1c(N)c(N(CCOC)C(=O)CSCC(=O)Nc2cccc(C)c2)c(=O)[nH]c1=O
41: Cc1cc(C(=O)CN2C(=O)NC3(CCCc4ccccc43)C2=O)c(C)n1Cc1ccccc1 (stereo unspecified)
42: Cc1nc2c(nnn2Cc2c(Cl)cccc2Cl)c(=O)[nH]1
entry no.,37,38,39,40,41,42
HDAC3 inhib,7,0,8,0,-10,-2
IEC-6 tox,0,-6,-8,/,-4,2
aSyn 5UTR inh,2,19,3,-8,8,13
KLF5 inhibitor,1,-14,-6,/,-42,-6
AI-2 QS modul,7,36,20,20,-15,14
HSF1 inh,-3,-24,-6,-4,-4,3
Platelet DG rel,-9,1,11,2,-6,13
HSF-1 act,2,-41,-3,1,21,-12
HSP90 inh,0,-4,-2,/,2,-4
HIF act,-0.8,0.1,-0.4,-0.6,-0.1,-1.6

43: COC(CNC(=O)[C@H](Cc1ccccc1)N1Cc2ccccc2C1=O)OC
44: CC(=O)c1ccc(N2CCN(C(=O)CCCc3nc4ccccc4s3)CC2)cc1
45: COc1ccc(Cl)cc1N(CC(=O)N1CCC(C)CC1)S(C)(=O)=O
46: C/C(=C\C(=O)c1ccccc1)NNC(=O)c1ccc(Cl)cc1
47: COc1ccc(CCn2c(O)c(C=Nc3cccc(F)c3)c(=O)[nH]c2=O)cc1OC
48: CCOc1ccc(CCNC(=O)c2cc3c(C)nccc3[nH]c2=O)cc1OCC
entry no.,43,44,45,46,47,48
HDAC3 inhib,1,-9,-1,-1,2,11
IEC-6 tox,-1,1,4,9,-7,-3
aSyn 5UTR inh,14,7,-21,-8,0,15
KLF5 inhibitor,-8,-2,-32,-17,-21,4
AI-2 QS modul,4,2,8,10,0,5
HSF1 inh,-1,-3,0,4,-8,2
Platelet DG rel,-4,-1,-1,-2,11,2
HSF-1 act,4,-4,11,11,-28,-16
HSP90 inh,-4,-1,-1,0,-4,-3
HIF act,-8.3,0.5,-0.5,0.8,-0.3,-0.3

49: COCCC(=O)N1CCC(Oc2ccc(C(=O)N(C)C3CCCCC3)cc2)CC1
50: O=C(/C=C/c1ccccc1)NC(=S)Nc1ccc(N2CCOCC2)cc1
51: Cc1ccccc1OCCCC(=O)Nc1nncs1
52: COc1ccc(C(CC(=O)Nc2ccccc2OC)n2cccc2)cc1 (stereo unspecified)
53: O=C(NCCN1CCCC1)C1(S(=O)(=O)c2ccc(Cl)cc2)CC1
54: CCCOc1ccc(/C=N/NC(=O)C2CCCN2S(=O)(=O)c2ccc(Cl)cc2)cc1 (stereo unspecified)
entry no.,49,50,51,52,53,54
HDAC3 inhib,-3,3,-1,-2,-3,4
IEC-6 tox,-5,-4,-3,-3,5,3
aSyn 5UTR inh,-9,-79,-18,23,1,8
KLF5 inhibitor,-23,-23,-7,10,-10,-52
AI-2 QS modul,5,11,22,14,17,23
HSF1 inh,5,-1,8,-1,-8,7
Platelet DG rel,-12,1,6,-6,-6,-14
HSF-1 act,16,10,14,4,16,14
HSP90 inh,0,1,-2,-4,-3,5
HIF act,0.0,-0.2,0.3,152*,0.4,-0.2

55: COc1ccc(C2C(C(=O)c3cccs3)=C(O)C(=O)N2c2nncs2)cc1 (stereo unspecified)
56: O=C(Nc1nnc(-c2ccccc2F)s1)c1ccccc1F
57: CCOC(=O)c1nnn(-c2nonc2N)c1COc1ccccc1
58: COC(=O)C1=C(C)OC(N)=C(C#N)C1C1CCCCC1 (stereo unspecified)
entry no.,55,56,57,58
HDAC3 inhib,14,-5,8,-1
IEC-6 tox,1,-1,-1,-8
aSyn 5UTR inh,-108,-172,27,10
KLF5 inhibitor,15,-167,-8,-1
AI-2 QS modul,38,32,12,14
HSF1 inh,1,3,8,8
Platelet DG rel,-5,2,-1,3
HSF-1 act,22,37,-1,21
HSP90 inh,3,-4,4,-4
HIF act,1.1,4.1,-0.1,-0.1
